# Screening results deposited in PubChem BioAssay by National Center for Advancing Translational Sciences (NCATS).
# TDP43 rescue = rescues yeast growth from TDP-43 toxicity. TDP-43 expressing yeast growth rescue, BacTiter-Glo, 24 h. Potency, µM (titrated, usually from 46.1 µM), for inactives: at the top dose growth rescue (activation), usual class: activators. 410,000 compounds, 1.8% hits; note: potency is the fitted concentration of half-maximal effect; % of control where 0% means no effect; nearly all actives have a fitted effect of over 50% in size
#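 In this qHTS, compounds that restore growth of yeast expressing TDP-43 appear as activators. Cells (OD600=0.02, galactose medium, raffinose-pregrown) are incubated with compound 24 hr at 30 deg C and growth is quantified by BacTiter-Glo.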
# D3 ag = activates the human D3 dopamine receptor. D3R DiscoveRx beta-arrestin cells, luminescence, 90 min. max activation, %. 410,000 compounds, 0.58% hits. AID 652048; in the data active = max activation above about 30%; note: 0% is about no effect; mostly tested at two doses, the higher about 12 µM
#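 Cells at 1500/well, incubated overnight, then treated with pinned compounds (dopamine as control) for 90 min at 37 degrees C. DiscoveRx reagent added for 30 - 60 minutes at room temperature; luminescence read.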
# EPAC2 agonist = activates human EPAC2 exchange factor. Q8WZA2. EPAC2 activation, biochemical qHTS; response scale: 100% = 6.5 mM cAMP response. Potency, µM (titrated, usually from 154 µM), without a hit: at the highest dose activation, usual class: activators. 360,000 compounds, 0.079% hits. AID 720711; note: potency is the fitted concentration of half-maximal effect; nearly all actives have a fitted effect of over 50% in size
# Target sequence (Q8WZA2 whole entry, looked up): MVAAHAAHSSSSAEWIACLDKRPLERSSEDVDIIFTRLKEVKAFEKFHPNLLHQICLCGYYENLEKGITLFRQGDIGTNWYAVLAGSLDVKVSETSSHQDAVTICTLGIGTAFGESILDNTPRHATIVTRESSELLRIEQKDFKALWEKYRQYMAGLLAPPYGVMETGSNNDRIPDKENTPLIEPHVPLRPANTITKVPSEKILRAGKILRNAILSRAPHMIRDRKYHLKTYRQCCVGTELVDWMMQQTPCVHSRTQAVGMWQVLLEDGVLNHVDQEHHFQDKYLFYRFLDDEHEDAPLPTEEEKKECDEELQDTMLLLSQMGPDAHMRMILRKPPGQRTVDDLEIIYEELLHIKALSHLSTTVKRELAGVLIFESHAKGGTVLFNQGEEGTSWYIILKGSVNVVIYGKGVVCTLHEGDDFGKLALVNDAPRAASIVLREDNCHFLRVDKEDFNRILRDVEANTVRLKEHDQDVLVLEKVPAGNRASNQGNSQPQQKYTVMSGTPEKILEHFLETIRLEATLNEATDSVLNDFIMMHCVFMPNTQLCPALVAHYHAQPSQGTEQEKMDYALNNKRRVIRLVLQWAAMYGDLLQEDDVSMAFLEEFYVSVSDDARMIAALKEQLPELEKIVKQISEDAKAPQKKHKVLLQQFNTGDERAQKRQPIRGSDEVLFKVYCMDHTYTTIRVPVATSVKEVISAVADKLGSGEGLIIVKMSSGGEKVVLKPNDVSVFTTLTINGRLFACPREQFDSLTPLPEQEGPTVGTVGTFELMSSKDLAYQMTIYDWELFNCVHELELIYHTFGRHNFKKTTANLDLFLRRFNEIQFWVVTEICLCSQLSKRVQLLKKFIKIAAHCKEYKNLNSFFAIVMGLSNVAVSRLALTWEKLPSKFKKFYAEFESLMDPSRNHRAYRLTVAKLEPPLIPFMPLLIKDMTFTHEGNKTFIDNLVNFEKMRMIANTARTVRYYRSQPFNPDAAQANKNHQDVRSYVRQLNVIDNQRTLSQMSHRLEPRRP
#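 In this primary screen, activation is scored as increased exchange of BODIPY-GDP from Rap1B by 100 nM EPAC2, with 50 uM GDP as competitor. Signal is normalized to the 6.5 mM cAMP agonist control.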
# FUS yeast rescue = rescues growth of FUS-expressing yeast; S. cerevisiae FUS-expressing, growth rescue, OD600, 24 h; Potency, µM (highest dose often 76.6 µM), for inactives: at the highest dose growth rescue (activation), usual class: activators; 390,000 compounds, 0.24% hits; AID 1347120;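 note: potency is the fitted concentration of half-maximal effect; plate controls were DMSO vehicle for no effect and reference control for full effect; nearly all actives have a fitted effect of over 55% in size; some results filed as inactive show a strong effect at the top dose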
#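 S. cerevisiae expressing FUS from galactose induction served as the toxicity model. Growth after 24hr at 30C, read as absorbance at 600 nm, indicates suppression of toxicity; compounds dosed at several concentrations.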
# aSyn yeast inh = rescues yeast growth from alpha-synuclein toxicity. Yeast expressing alpha-synuclein, growth rescue, BacTiter-Glo, 24 h. AID 652106. Potency, µM (series often up to 46.1 µM), inactives show at the highest dose growth rescue (activation), actives largely listed as activators. 370,000 compounds, 0.14% hits; note: potency is the fitted concentration of half-maximal effect; % of control where 0% means no effect; nearly all actives have a fitted effect of over 65% in size
#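 Rescue of yeast growth: cells expressing toxic alpha-synuclein, induced in galactose at OD600 0.02, incubated with compound 24 h at 30 C. ATP luminescence quantified growth; inhibitors of toxicity appear as activators.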
# DRD3 antagonist = blocks the human D3 dopamine receptor. D3R cells, DiscoveRx beta-arrestin luminescence, antagonist mode; hits give low values. 360,000 compounds, 2.5% hits. P35462. max response, negative = inhibition, %; in the data active = max response below about -50%; inconclusive = no clear call, values can overlap the other calls; note: % is set by controls: 0 for no effect and ±100 for the full control effect; mostly tested at two doses, the higher about 12 µM
#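 Cells expressing the human receptor were seeded at 1500 cells/well, incubated overnight at 37 degrees C in 5% CO2, then exposed to library compounds with dopamine controls for 90 minutes at 37 degrees C before luminescent detection.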
# EPAC2 antagonist = EPAC2 (human) antagonism; Q8WZA2; EPAC2 GEF exchange of Rap1B-BODIPY-GDP, fluorescence; Potency, µM (series often up to 114 µM), without a hit: at the top dose activity, negative = inhibition, actives largely listed as inhibitors; 360,000 compounds, 0.18% hits; note: potency is the fitted concentration of half-maximal effect; % is set by controls: 0 for no effect and ±100 for the full control effect; nearly all actives have a fitted effect of over 45% in size; many of its hits are not listed in these tables
# Abeta rescue = restores growth of yeast expressing A-beta42 peptide; yeast expressing A-beta42, growth rescue, OD600, 48 h; response scale: 0% DMSO, 100% iron-clioquinol control; AID 1347071; 410,000 compounds, 0.063% hits; Potency, µM (series often up to 46.1 µM), for the others: at the top dose growth rescue, most hits filed as activators; note: potency is the fitted concentration of half-maximal effect; nearly all actives have a fitted effect of over 55% in size
#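 Yeast A-beta toxicity model in growth medium with pinned compounds, 48 h at 30 C; growth read as absorbance at 600 nm. Normalized to FeCl3/clioquinol equimolar mix (positive) and DMSO (negative).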
# The depositor's hits bear a star; ? = inconclusive; · = not tested or not shown; [ ] = remark or other dose. Unless noted, calls come from the whole dose curve; as a rule, active = well fitted curve in the direction sought with a large enough effect; inconclusive = small, poorly fitted or top-dose-only effect, or another doubt; inactive = no such curve, though single readings can be large; an effect the other way counts as inactive or inconclusive. An excerpt; rates above refer to the full screens.
1	CCn1cc(C(=O)NCc2ccccc2Cl)c(=O)c2cc(S(=O)(=O)N3CCc4ccccc4C3)ccc21
2	CC(C)(C)c1nc(SCC(=O)Nc2ccc(N3CCOCC3)cc2)c2ccccc2n1
3	CC(C)C(NC(=O)c1ccc(Cl)c([N+](=O)[O-])c1)C(=O)NCc1ccccn1 (stereo unspecified)
4	O=C(CCC(=O)c1cccs1)NCc1ccccc1
5	CC(C)(C)C(=O)c1c(N)[nH]c(C(=O)c2ccccc2)c1-c1cc2ccccc2nc1Cl
6	CCN(CC)CCCN1C(=O)C(=O)/C(=C(/O)c2ccccc2)C1c1cc(OC)ccc1OC (stereo unspecified)
7	COc1ccc(C(=O)NC(=S)NNC(=O)c2ccc(NC(=O)C(C)C)cc2)cc1
8	Cc1cccc(C(=O)OCC(=O)NCCCc2ccccc2)c1

compound no.,1,2,3,4,5,6,7,8
TDP43 rescue,5%,27%,-16%,-9%,27%,4%,0%,4%
FUS yeast rescue,?,16%,·,27%,1%,17%,·,-11%
EPAC2 agonist,·,-10%,-6%,-2%,6%,2%,0%,2%
EPAC2 antagonist,·,-1%,-4%,18%,9%,8%,10%,-9%
D3 ag,-8,2,5,-4,4,4,-2,-4
DRD3 antagonist,·,48,13,?,11,20,2,0
Abeta rescue,-4%,21%,5%,-11%,12%,9%,5%,-2%
aSyn yeast inh,·,6%,3%,1%,6%,7%,8%,3%

9	CC(=O)OCC(=O)NCC(=O)c1c[nH]c2ccccc12
10	c1ccc2sc(N3CCOCC3)nc2c1
11	CC(C)C[C@@H](CNC(=O)OC(C)(C)C)NC(=O)c1nc[nH]c1C(=O)N[C@@H](CC(C)C)C(=O)CNC[C@H](CC(C)C)NC(=O)c1nc[nH]c1C(=O)N[C@@H](Cc1c[nH]c2ccccc12)C(=O)OC(C)(C)C
12	CC1(C(=O)N/N=C/c2ccc([N+](=O)[O-])o2)CC1(Br)Br (stereo unspecified)
13	COc1ccc(C(C(=O)NC(C)(C)C)n2c(-c3ccc(-c4ccccc4)cc3)nc3ccccc32)cc1 (stereo unspecified)
14	CC(C)CCNC(=O)C1CCN(S(=O)(=O)c2ccc3nc4c(c(C(=O)O)c3c2)CCCCC4)CC1
15	CCCCOC(=O)c1cccc(NC(=O)CC)c1
16	COc1ccc(CCNC(=O)C2CC(=O)N(c3ccccc3)C2)cc1OC (stereo unspecified)

compound no.,9,10,11,12,13,14,15,16
TDP43 rescue,7%,-14%,1%,?,14%,-7%,?,5%
FUS yeast rescue,-3%,?,?,·,10%,9%,4%,2%
EPAC2 agonist,8%,10%,-17%,6%,1%,-3%,2%,4%
EPAC2 antagonist,3%,20%,-9%,0%,-3%,-1%,11%,-3%
D3 ag,6,-5,18,-17,4,3,2,-12
DRD3 antagonist,0,10,19,0,19,1,8,11
Abeta rescue,2%,-14%,3%,-27%,13%,-4%,-31%[inhibitor],13%
aSyn yeast inh,-11%,-1%,0%,17%,6%,-1%,-13%,1%

17	Cc1nn(C)cc1CN(C)C(=O)c1ccc(OC2CCN(Cc3ccccn3)CC2)cc1
18	Cc1cccn2c(=O)c3cc(C(=O)NCCc4ccccc4)c(=N)n(CC4CCCO4)c3nc12 (stereo unspecified)
19	CC(C)(C)NC(=O)CN1C(=O)/C(=C/c2ccccc2)SC1=S
20	O=C(c1ccc(-c2cccc(C(F)(F)F)c2)o1)N1CCN(c2ccccc2)CC1
21	O=C(O)COc1ccc2oc3ccccc3c2c1
22	COc1cccc(CN2CC(C(=O)NC3CCC(O)CC3)CCC2=O)c1 (stereo unspecified)
23	O=C(CCS(=O)(=O)c1cccc2nsnc12)N1CCN(C(=O)c2ccco2)CC1
24	Cc1cccc(C)c1NC(=O)C(=O)NCC1CCCN1S(=O)(=O)c1ccccc1 (stereo unspecified)

compound no.,17,18,19,20,21,22,23,24
TDP43 rescue,15%,-12%,-19%,-5%,-31%[inhibitor],13%,19%,0%
FUS yeast rescue,11%,17%,-4%,-11%,5%,·,17%,31%
EPAC2 agonist,6%,2%,7%,3%,8%,-2%,-2%,7%
EPAC2 antagonist,3%,20%,0%,-6%,-14%,1%,8%,3%
D3 ag,1,0,-9,7,2,4,3,-7
DRD3 antagonist,-1,4,-26,1,5,12,17,-14
Abeta rescue,2%,-4%,-9%,15%,4%,-4%,1%,-3%
aSyn yeast inh,-4%,1%,-1%,-2%,12%,2%,-10%,-2%

25	CCOC(=O)c1ccc(NC(=O)C(C)Sc2nc(O)c(-c3ccccc3)c(=O)[nH]2)cc1 (stereo unspecified)
26	Cc1ccc(CNC(=O)c2nnc(CS(=O)(=O)c3ccccc3)o2)cc1
27	CCOC(=O)c1nnc(-c2ccccc2)o1
28	Cc1nc(SCC(=O)N2CCCCCC2)[nH]c(=O)c1C
29	CCc1cc2c(SCC(=O)Nc3ccc(NC(C)=O)cc3)ncnc2s1
30	CCC(CO)Oc1cc(NC(=O)c2ccc(F)cc2)c2ncn(C(C)C)c2c1 (stereo unspecified)
31	O=C(c1cccc(S(=O)(=O)N2CCOCC2)c1)N(CCc1ccccc1)Cc1ccccc1
32	O=C(COC(=O)c1ccc2c(c1)OCO2)NCc1ccc2c(c1)OCO2

compound no.,25,26,27,28,29,30,31,32
TDP43 rescue,1%,8%,19%,11%,0%,20%,4%,?
FUS yeast rescue,15%,12%,12%,-8%,-8%,-12%,35%,24%
EPAC2 agonist,12%,10%,4%,-4%,-12%,-14%,8%,7%
EPAC2 antagonist,0%,-9%,-4%,-17%,2%,1%,-11%,-1%
D3 ag,7,-7,-4,4,1,15,3,2
DRD3 antagonist,12,0,8,9,10,7,13,0
Abeta rescue,7%,3%,3%,2%,-17%,1%,7%,7%
aSyn yeast inh,-10%,2%,-1%,0%,5%,-3%,10%,2%

# Shown with two lines to a compound: 14 of the compounds above
# Under each structure: TDP43 rescue, FUS yeast rescue, EPAC2 agonist, EPAC2 antagonist, D3 ag, DRD3 antagonist, Abeta rescue, aSyn yeast inh
19) CC(C)(C)NC(=O)CN1C(=O)/C(=C/c2ccccc2)SC1=S
    -19%, -4%, 7%, 0%, -9, -26, -9%, -1%
20) O=C(c1ccc(-c2cccc(C(F)(F)F)c2)o1)N1CCN(c2ccccc2)CC1
    -5%, -11%, 3%, -6%, 7, 1, 15%, -2%
21) O=C(O)COc1ccc2oc3ccccc3c2c1
    -31%[inhibitor], 5%, 8%, -14%, 2, 5, 4%, 12%
22) COc1cccc(CN2CC(C(=O)NC3CCC(O)CC3)CCC2=O)c1 (stereo unspecified)
    13%, ·, -2%, 1%, 4, 12, -4%, 2%
23) O=C(CCS(=O)(=O)c1cccc2nsnc12)N1CCN(C(=O)c2ccco2)CC1
    19%, 17%, -2%, 8%, 3, 17, 1%, -10%
24) Cc1cccc(C)c1NC(=O)C(=O)NCC1CCCN1S(=O)(=O)c1ccccc1 (stereo unspecified)
    0%, 31%, 7%, 3%, -7, -14, -3%, -2%
25) CCOC(=O)c1ccc(NC(=O)C(C)Sc2nc(O)c(-c3ccccc3)c(=O)[nH]2)cc1 (stereo unspecified)
    1%, 15%, 12%, 0%, 7, 12, 7%, -10%
26) Cc1ccc(CNC(=O)c2nnc(CS(=O)(=O)c3ccccc3)o2)cc1
    8%, 12%, 10%, -9%, -7, 0, 3%, 2%
27) CCOC(=O)c1nnc(-c2ccccc2)o1
    19%, 12%, 4%, -4%, -4, 8, 3%, -1%
28) Cc1nc(SCC(=O)N2CCCCCC2)[nH]c(=O)c1C
    11%, -8%, -4%, -17%, 4, 9, 2%, 0%
29) CCc1cc2c(SCC(=O)Nc3ccc(NC(C)=O)cc3)ncnc2s1
    0%, -8%, -12%, 2%, 1, 10, -17%, 5%
30) CCC(CO)Oc1cc(NC(=O)c2ccc(F)cc2)c2ncn(C(C)C)c2c1 (stereo unspecified)
    20%, -12%, -14%, 1%, 15, 7, 1%, -3%
31) O=C(c1cccc(S(=O)(=O)N2CCOCC2)c1)N(CCc1ccccc1)Cc1ccccc1
    4%, 35%, 8%, -11%, 3, 13, 7%, 10%
32) O=C(COC(=O)c1ccc2c(c1)OCO2)NCc1ccc2c(c1)OCO2
    ?, 24%, 7%, -1%, 2, 0, 7%, 2%

# (listing goes on)
33	COc1ccc(/C=C2\N=C(C)N(c3ccc(C(=O)O)cc3)C2=O)cc1OC
34	CC(C)NC(=O)C1CCN(C(=O)N2CC(C)Oc3ccccc32)CC1 (stereo unspecified)
35	COc1cccc(-c2nc(CS(=O)CC(=O)NC3CCCCC3)c(C)o2)c1 (stereo unspecified)
36	CC1CCN(S(=O)(=O)c2cc3c4c(c2)CCN4C(=O)CC3)CC1
37	CN(CC1CCCN(CCc2ccc(Cl)cc2)C1)C(=O)C(=O)c1ccco1 (stereo unspecified)
38	Cc1nn(-c2ccccc2)c(C)c1/C=C/C(=O)OCC(=O)NC1CCS(=O)(=O)C1 (stereo unspecified)
39	CC(C)Oc1ccccc1OCCCOc1cccc2cccnc12
40	O=C1NC2(CCCc3ccccc32)C(=O)N1Cc1nnc(-c2ccccc2Br)o1 (stereo unspecified)
41	COc1ccccc1N1CCN(C(=O)c2ccc3c(=O)n4c(nc3c2)CCCCC4)CC1

compound no.,33,34,35,36,37,38,39,40,41
TDP43 rescue,?,?,19%,-13%,-3%,21%,-7%,6%,10%
FUS yeast rescue,·,-21%,3%,15%,17%,9%,4%,?,26%
EPAC2 agonist,6%,·,9%,-7%,5%,13%,-1%,1%,-3%
EPAC2 antagonist,7%,·,4%,5%,0%,3%,-24%,5%,-3%
D3 ag,2,7,-1,-2,-7,1,-1,1,-2
DRD3 antagonist,2,·,37,11,-21,-8,6,1,21
Abeta rescue,4%,-5%,6%,-18%,-5%,-23%,8%,-1%,-11%
aSyn yeast inh,0%,·,2%,1%,-4%,0%,2%,-6%,10%
